Growth percent in the NCI-60 one-dose screen (48 h, 10 µM unless noted): 100 = growth as untreated, 0 = no growth, -100 = all killed.
LOX IMVI = LOX IMVI melanoma. 79,000 compounds, 7.4% hits
SK-MEL-2 = SK-MEL-2 melanoma. 77,000 compounds, 4.7% hits. AID 1794763
MCF7 = MCF7 breast cancer; 82,000 compounds, 6.3% hits
MALME-3M = MALME-3M melanoma. AID 1794766. 78,000 compounds, 5.8% hits
HS 578T = HS 578T breast cancer. 78,000 compounds, 4.1% hits
MDA-MB-231 = MDA-MB-231 breast cancer; 81,000 compounds, 5% hits; AID 1794789
T-47D = T-47D breast cancer; 79,000 compounds, 5% hits; AID 1794792
BT-549 = BT-549 breast cancer; 78,000 compounds, 4.4% hits; AID 1794793
* hit, by the source's call; nt = not tested or not shown; & = joins results of further samples; ! = a repeat was not active. Rule for the calls: active = growth percent below 10; inactive = the rest.

Values run as follows: LOX IMVI, SK-MEL-2, MCF7, MALME-3M, HS 578T, MDA-MB-231, T-47D, BT-549
1. Cc1ccc2nc(COc3ccc(C(=O)N/N=C/c4ccc(Cl)cc4)cc3)[nH]c2c1
    76.4, 106.9, 55.6, 85.6, 74.8, 91.2, 106.1, 120.8
2. COc1ccc(-c2nc(SCC(=O)c3ccccc3OC)[nH]c(=O)c2C#N)cc1
    65.0, 101.2, 79.8, 98.9, 108.8, 92.1, 106.6, 98.5
3. CCN1C(=S)N(c2ccccc2)C2NC(=S)N(/N=C/C=C/c3ccccc3OC)C21 (stereo unspecified)
    15.4, 32.8, 16.7, 54.1, 9.6*, 10.5, 66.7, 9.7*
4. Cc1nc(-c2ccc(Br)cc2)ccc1C(=O)N/N=C/c1ccc([N+](=O)[O-])cc1
    80.8, 100.5, 69.7, 108.4, 74.8, 85.1, 56.1, 83.7
5. O=S(=O)(c1ccc(Cl)cc1)N(CCO)CCO
    96.1, 101.0, 97.4, 113.2, 101.1, 110.7, 100.6, 100.4
6. CN(C)C(=S)N/N=C\C=N/NC(=S)N(C)C
    43.9, 85.0, 12.0, 58.5, 74.5, 37.3, 15.0, 81.0
7. O=[N+]([O-])c1cccc(-c2nnc3c(/C=C/c4ccc(F)cc4)nc4ccccc4n23)c1
    98.5, 97.7, 28.4, 95.7, 47.9, 94.6, 74.3, 87.5
8. CC(C)[C@H](C(=O)O)N1C(=O)c2ccccc2C1=O
    95.5, 89.6, 101.2, 94.5, 113.5, 107.0, 87.5, 88.4
9. O=C(Nc1ccc(Oc2cccc(F)c2)c(Cl)c1)c1ccnnc1
    81.6, 85.5, 81.5, 103.5, 91.6, 98.2, 60.8, 91.9
10. CCN(CC)C(=O)Oc1ccc2c(C)cc(=O)oc2c1
    97.8, 106.1, 88.2, 106.1, 97.3, 105.3, 99.1, 109.9
11. C=CCn1c(SCC(=O)N2CCN(c3cc4c(cc3F)c(=O)c(C(=O)O)cn4C3CC3)CC2)nnc1-c1ccc(OC)c(OC)c1
    92.9, 119.2, 99.7, 100.7, 100.1, 102.0, 97.5, 98.0
12. O=[N+]([O-])c1ccc(C2N(Cc3ccc(Cl)cc3)CCN2Cc2ccc(Cl)cc2)cc1
    96.9, 101.3, 87.3, 108.7, 102.4, 79.6, 90.0, 98.2
13. COc1cc2c(cc1OC)C(c1ccccc1[N+](=O)[O-])=NCC2
    95.1, 98.3, 100.4, 95.4, 99.6, 83.2, 97.5, 92.7
14. Fc1ccc(COc2cccc(-c3nc4sccn4c3-c3ccncn3)c2)cc1
    78.8, 79.7, 61.8, 91.9, 79.1, 63.7, nt, 66.2
15. O=[N+]([O-])c1cccc(S(=O)(=O)Nc2ccc3[nH]ccc3c2)c1
    104.6, 108.0, 91.9, 102.3, 111.8, 102.4, 95.7, 110.4
16. O=[N+]([O-])c1cnc(Cl)c(Br)c1
    93.6, 101.4, 95.9, 102.3, 100.9, 101.8, 89.7, 103.1
17. CCOC(=O)C1=C(N)N(c2ccc(Cl)cc2)C2=C(C(=O)CC(C)(C)C2)C1c1ccc([N+](=O)[O-])cc1 (stereo unspecified)
    79.0, 80.9, 81.2, 102.3, 97.3, 95.5, 73.4, 110.5
18. COc1ccc(/C(N)=N/OC(=O)CSc2nc3ccccc3s2)cc1
    104.3, 94.7, 102.2, 109.9, 105.6, 98.7, 91.2, 104.3
19. O=S(=O)(Oc1ccc(-c2ccc3occc3c2)cc1)c1ccccc1
    98.8, 102.0, 93.6, 106.9, 103.8, 101.3, 97.7, 95.6
20. CCCC(=O)NCCNc1nccc(Nc2ccc(S(=O)(=O)Nc3ccccn3)cc2)n1
    98.5, 99.4, 98.5, 98.8, 89.6, 94.4, 85.7, 99.5

Of the compounds above, these have an NH in an aromatic ring.
Values run as follows: LOX IMVI, SK-MEL-2, MCF7, MALME-3M, HS 578T, MDA-MB-231, T-47D, BT-549
1. Cc1ccc2nc(COc3ccc(C(=O)N/N=C/c4ccc(Cl)cc4)cc3)[nH]c2c1
    76.4, 106.9, 55.6, 85.6, 74.8, 91.2, 106.1, 120.8
2. COc1ccc(-c2nc(SCC(=O)c3ccccc3OC)[nH]c(=O)c2C#N)cc1
    65.0, 101.2, 79.8, 98.9, 108.8, 92.1, 106.6, 98.5
15. O=[N+]([O-])c1cccc(S(=O)(=O)Nc2ccc3[nH]ccc3c2)c1
    104.6, 108.0, 91.9, 102.3, 111.8, 102.4, 95.7, 110.4

Continued.
Values run as follows: LOX IMVI, SK-MEL-2, MCF7, MALME-3M, HS 578T, MDA-MB-231, T-47D, BT-549
21. COc1ccc(NC(=O)CSc2nc3ccccc3c(=O)n2Cc2ccc(S(N)(=O)=O)cc2)cc1
    95.6, 89.8, 89.2, 106.6, 97.4, 100.7, 105.2, 107.4
22. Cn1ccnc1COc1ccc(C(=O)N2CCN(c3ccccn3)CC2)cc1
    95.3, nt, 87.8, 94.3, 101.1, 101.9, 106.2, 98.4
23. CC(C)[C@@H](C)/C=C/[C@@H](C)[C@H]1CCC2=C3CCC4=CC(=O)C=C[C@]4(C)[C@H]3CC[C@@]21C
    98.9, 100.0, 91.4, 105.3, 97.2, 102.2, 87.2, 96.6
24. COc1ccc(C(=O)C(C#N)c2cc(OC)c(OC)c(OC)c2)cc1 (stereo unspecified)
    97.8, 99.7, 99.6, 106.3, 104.8, 114.8, 98.3, 98.3
25. COc1ccc(Oc2ccc(C3CC(c4cc(OC)c(OC)c(OC)c4)=NN3C(C)=O)cc2)cc1 (stereo unspecified)
    35.8, 49.0, 10.1, 33.6, 51.3, 40.6, 9.1*, 45.5
26. C=C1C(=O)O[C@H]2[C@H]1CC/C(CNC(=O)/C=C/c1ccc(Cl)cc1Cl)=C\CC[C@@]1(C)O[C@@H]21
    -97.2*, -13.8*, -59.9*, -89.8*, -4.3*, -42.1*, -61.2*, -53.1*
27. OC[C@H]1O[C@H](O[C@H]2[C@H](O)[C@@H](O)[C@H](O)O[C@@H]2CO)[C@H](O)[C@@H](O)[C@@H]1O
    95.4, 97.1, 96.9, 104.8, 104.4, 94.8, 106.2, 101.2
28. O=C1CCC23OC(O)C(O)C2C(O)c2ccccc2N13 (stereo unspecified)
    99.1, 103.8, 106.5, 95.9, 98.9, 98.5, 113.0, 108.5
29. O=C(O)c1cccc2c1Cc1ccccc1-2
    96.8, 94.1, 97.3, 100.2, 123.6, 116.8, 91.5, 95.7
30. Cc1ccc(/C(CSc2nc3c([nH]2)c(=O)n(C)c(=O)n3C)=N\O)cc1
    98.2, 101.6, 93.6, 125.6, 110.1, 104.9, 93.0, 90.0
31. OCCNc1nc(Nc2ccc(C3=NN(c4cc(Cl)cc(Cl)c4)C(c4ccc(F)cc4)C3)cc2)nc(N2CCOCC2)n1 (stereo unspecified)
    64.8, 106.0, 39.8, 83.1, 77.7, 66.0, 62.6, 102.2
32. CCCCCCCCCCCCCCCCC(C(=O)O)C(O)(CC(=O)O)C(=O)O (stereo unspecified)
    1.0*!, -42.9*!, -2.9*!, -8.6*!, nt, 14.1&126.0, 4.8*!, -46.4*!
33. Cc1cc(C)n(C(=O)CSc2nnc3sc4ccccc4n23)n1
    103.1, 113.1, 101.8, 107.4, 96.1, 97.7, 105.3, 107.7
34. c1ccc(-c2nc3ccccc3s2)nc1
    94.0, 104.3, 84.3, 137.6, 100.1, 92.4, 96.9, 106.2
35. Cc1c(C(=O)C(SC(=S)N2CCN(C)CC2)SC(=S)N2CCN(C)CC2)nnn1-c1ccc(Cl)cc1
    101.3, 111.0, 58.9, 84.6, 92.7, 98.8, 86.8, 101.9
36. Cc1c(N=Nc2ccc(N(C)C)cc2)cc[n+]([O-])c1C
    111.2, 90.5, 92.5, 98.1, 90.3, 106.3, 97.3, 98.4
37. O=c1[nH]c(=S)[nH]cc1Oc1ccccc1
    87.9, 108.6, 105.2, 127.6, 111.6, 119.8, 112.8, 99.1
38. CN(C)c1cccc2c(S(=O)(=O)Nc3cccc(-c4csc(NC(=O)CCCN)n4)c3)cccc12
    79.8, 101.7, 85.2, 95.9, 89.0, 82.5, 59.1, 106.7
39. Nc1ccc(F)cc1[N+](=O)[O-]
    97.0, nt, 102.0, 81.2, 99.1, 103.1, 96.3, 108.0
40. O=C(NO)OCc1ccccc1
    102.5, 96.8, 95.2, 109.5, 106.1, 106.9, 86.4, 111.3
41. CC(=O)Nc1cc(=O)c2cccnc2[nH]1
    97.3, 120.5, 97.5, 112.2, 97.3, 110.6, 110.5, 136.7
42. O=C(C(Br)Br)C(Br)C(Br)c1ccccc1 (stereo unspecified)
    53.3, 117.0, 69.7, -37.9*, 103.8, 109.4, 49.7, 95.8
43. O=C(/C=C/c1cn(-c2ccccc2)nc1-c1ccc(Cl)cc1)c1cc2ccccc2oc1=O
    37.3, 88.0, 33.9, 66.0, 66.5, 55.0, 44.1, 92.5
44. C=C1CC[C@H](O)C/C1=C/C=C1\CCC[C@]2(C)C([C@H](C)/C=C/[C@H](C)C(C)C)CC[C@@H]12 (stereo partly specified)
    39.0, 83.5, 51.2, 85.1, 104.1, 94.5, 96.6, 111.7
45. O=C(O)c1nc(=O)[nH]c(=O)[nH]1
    90.2&97.4, 90.3&120.6, 94.9&96.0, 92.2&133.9, 105.5&100.4, 116.0&93.5, 97.2&124.2, 87.6
46. O=c1nc(N2CCOCC2)oc2c(-c3cccc4c3sc3ccccc34)cccc12
    78.7, 90.5, 69.5, 87.6, 75.2, 70.5, 57.2, 86.4
47. CN(CC(=O)c1ccc(I)cc1)Cc1ccccc1
    99.0, 113.1, 97.8, 107.1, 94.5, 100.7, 84.3, 108.6
48. CSc1ccc(Cc2nc3ccccc3[nH]2)cc1
    98.6, 127.0, 99.1, 100.3, 110.0, 93.7, 101.1, 98.1
49. O=C1CC[C@@H](C(=O)N[C@H]2CSSC[C@@H](C(=O)NCCc3ccccc3)NC(=O)[C@H](Cc3ccccc3)NC(=O)[C@@H]3CCCN3C(=O)[C@@H]3CCCN3C2=O)N1
    94.1, 94.2, 95.8, 110.0, 101.5, 90.1, 25.3, 106.4
50. COc1ccc(Nc2nnc(COc3ccc(CNC(=O)CCCC/C=C/C(C)C)cc3OC)o2)cc1
    92.1, 104.4, 88.4, nt, 94.0, 82.0, 92.8, 88.2
51. C[Si](F)(c1cccc2ccccc12)c1cccc2ccccc12
    75.3, 92.5, 111.5, 79.4, 86.5, 82.4, 96.9, 113.5
52. Cc1ccc(F)cc1/C=C1\Cc2c(Br)cccc2C1=O
    87.2, 109.3, 52.2, 94.2, 96.4, 85.9, 53.1, 89.9
53. COc1cc2cc3c(nc2cc1OC)CCN3Cc1ccc(NC(=O)c2cccc(Cl)c2Cl)cc1
    95.9, 93.7, 85.0, 95.1, 95.0, 85.4, 81.5, 82.1
54. Cc1cc(C)n(Cc2ccccc2)c(=O)c1C#N
    nt, 111.3, 97.6, 97.9, 100.4, 99.8, 89.9, 98.8
55. COC1/C=C/OC2(C)Oc3c(C)c(O)c4c(O)c(c(/C=N/Nc5ccc([N+](=O)[O-])cc5[N+](=O)[O-])c(O)c4c3C2=O)NC(=O)C(C)=C/C=C/C(C)C(O)C(C)C(O)C(C)C(OC(C)=O)C1C (stereo unspecified)
    -56.9*, 30.5, 36.6, 29.2, 20.0, -7.8*, -31.2*, 13.7
56. Cc1ccc(N2CCN(CCCN3CCN(c4ccc(Cl)cc4)CC3)CC2)cc1
    68.3, 115.2, 89.3, 92.1, 114.2, 79.1, 40.8, 88.9
57. CCCCOC(=O)c1cccc(NC(=O)CN2CCOCC2)c1
    99.8, 75.2, 90.2, 102.2, 102.2, 103.6, 87.2, 66.4
58. COc1cc(-c2ccc(-c3ccc(C(=N)N)s3)s2)cc(OC)c1OC
    -63.3*, 70.0, -6.0*, -90.7*, 44.1, 10.0, 39.3, 61.7
59. NS(=O)(=O)c1ccc(Cl)cc1[N+](=O)[O-]
    102.2, nt, 102.5, 91.8, 101.9, 103.5, 106.4, nt
60. O=C1CCCN1c1nc(-c2ccc(Cl)cc2)cs1
    98.5, 93.2, 84.9, 95.7, 103.2, 101.9, 78.5, 90.0
61. COc1cc(C2=NNC(c3sc(Cl)nc3Cl)C2)cc(OC)c1OC (stereo unspecified)
    84.6, 82.5, 55.3, 100.5, 108.6, 100.1, 46.4, 94.5

Part of the list above, in transposed form.
43: O=C(/C=C/c1cn(-c2ccccc2)nc1-c1ccc(Cl)cc1)c1cc2ccccc2oc1=O
56: Cc1ccc(N2CCN(CCCN3CCN(c4ccc(Cl)cc4)CC3)CC2)cc1
59: NS(=O)(=O)c1ccc(Cl)cc1[N+](=O)[O-]

assay / compound	43	56	59
LOX IMVI	37.3	68.3	102.2
SK-MEL-2	88.0	115.2	nt
MCF7	33.9	89.3	102.5
MALME-3M	66.0	92.1	91.8
HS 578T	66.5	114.2	101.9
MDA-MB-231	55.0	79.1	103.5
T-47D	44.1	40.8	106.4
BT-549	92.5	88.9	nt

High-throughput results from PubChem.
